# MPTP inh = permeability transition pore inhibition | isolated mouse mitochondria, Ca2+ swelling absorbance, 30 min | inhibition, % at 10 µM | 360,000 compounds, 1.4% hits | AID 602449;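 active = inhibition of 50% or more, scaled per plate between neutral and stimulator controls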;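 also: 0% = DMSO wells given calcium and 100% = 1 mM EGTA wells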
# beta cell repl = MIN6 beta-cell proliferation induction; MIN6 cells proliferation, ATPlite luminescence, 48 h; cells starved in 0.2% serum; 100% = growth in 10% serum; proliferation, % at 10 µM; 330,000 compounds, 0.29% hits; AID 2380;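 active = compounds whose signal lies at least 3.5 SD above the mean of all wells on their plate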;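 also: 0% = DMSO-treated cells in low-serum medium and 100% = 10% serum control; some compounds called inactive have numbers as strong as hits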
# TIM10 inh = inhibits growth of TIM10 yeast strain; S. cerevisiae TIM10 strain growth, BacTiter-Glo luminescence, 24 h; 330,000 compounds, 1.4% hits; inhibition, % at 10 µM;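 active = inhibition of 40% or more at the single tested concentration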;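 also: wild-type TIM10 isogenic control strain grown at permissive 25 °C; 0% = DMSO yeast wells and 100% = minimal medium wells without yeast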
# NALP3 yeast inh = NALP3 inhibition in yeast; Yeast reconstituted NLRP3/ASC/caspase-1, beta-gal luminescence, 24 h; inhibition, % at 10 µM; 330,000 compounds, 0.39% hits; AID 2825;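 active = inhibition of 50% or more; inactive = inhibition below 50%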;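 also: plate controls were induced DMSO wells for no effect and uninduced yeast grown without galactose for full effect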
# tim23-1 inh = growth inhibitors of tim23-1 mutant yeast. 330,000 compounds, 1.3% hits. inhibition, % at 20 µM. S. cerevisiae tim23-1 growth, BacTiter-Glo luminescence, 24 h;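 active = growth inhibition of the mutant yeast at or above 50%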;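 also: temperature-sensitive mutant grown at 25 °C; plate controls were DMSO-treated mutant yeast for no effect and medium wells lacking yeast for full effect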
# tim10-1 inh = growth inhibitors of tim10-1 mutant yeast | S. cerevisiae tim10-1 ts strain growth, BacTiter-Glo, 24 h | inhibition, % at 20 µM | 330,000 compounds, 2.2% hits;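 active = inhibition of at least 40%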;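 also: mutant grown at 25 °C; 0% = DMSO wells with yeast and 100% = wells holding no yeast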
# APJ agonist = activates the human apelin receptor APJ. P35414. CHO-K1 APJ PathHunter beta-arrestin, luminescence; 0% DMSO wells, 100% apelin. activation, % at 20 µM. 330,000 compounds, 0.11% hits. AID 2520;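 active = activation more than six SD over the plate average, tested at 20 µM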;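 also: 0% = DMSO alone and 100% = apelin-13 at 10 nM; some results filed as inactive read as strong as hits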
# Target sequence (P35414 whole entry, looked up): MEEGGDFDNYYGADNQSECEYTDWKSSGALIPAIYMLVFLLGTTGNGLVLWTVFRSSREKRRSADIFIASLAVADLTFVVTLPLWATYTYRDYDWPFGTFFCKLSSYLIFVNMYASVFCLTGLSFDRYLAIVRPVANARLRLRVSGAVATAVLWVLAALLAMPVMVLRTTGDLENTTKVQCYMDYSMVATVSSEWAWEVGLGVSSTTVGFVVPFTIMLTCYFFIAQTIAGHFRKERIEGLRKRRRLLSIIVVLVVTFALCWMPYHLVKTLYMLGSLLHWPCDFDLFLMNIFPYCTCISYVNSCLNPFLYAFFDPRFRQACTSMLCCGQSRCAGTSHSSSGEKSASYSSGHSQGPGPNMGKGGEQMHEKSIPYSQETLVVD
#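 Assay system: CHO-K1 APJ beta-arrestin complementation cell line / Compound: single test compound dose, 20 µM final, 1% DMSO / Times: overnight seeding, 90 min compound at 25 °C, 1 h detection / Technique: beta-gal luminescence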
# APJ antag = antagonists of human APJ apelin receptor; P35414; CHO-K1 APJ beta-arrestin complementation, luminescence; inhibition, % at 20 µM; 330,000 compounds, 0.32% hits;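 active = inhibition above about 40% at 20 µM, limit read from the data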;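 also: cells challenged with 10 nM apelin-13 agonist together with compound; plate controls were apelin-13 plus DMSO wells for no effect and DMSO wells lacking apelin-13 for full effect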
# NR3A LBD binder = modulates the human NR3A ligand-binding domain. NR3A LBD differential scanning fluorimetry, Tm shift; 0% = protein alone, 100% = glycine-bound protein. Tm shift relative to glycine control, % at 25 µM. 340,000 compounds, 2.5% hits. AID 1259313;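 active = melting temperature shift of at least 10% of the positive control shift, at one fixed dose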
# Starred values were filed as active, the others as inactive; / = not tested or not shown.
SMILES,MPTP inh,beta cell repl,TIM10 inh,NALP3 yeast inh,tim23-1 inh,tim10-1 inh,APJ agonist,APJ antag,NR3A LBD binder
O=[N+]([O-])c1ccc(S(=O)(=O)Nc2nnc(C(F)(F)F)s2)cc1,0.2,1,1,4,2,-13,8,-19,-2
C#CCOC(=O)CCC(=O)NCCc1ccccc1,-1.2,-2,12,-3,27,36,4,-4,-2
Cc1cccc(C)c1NC(=O)CSc1nc(COc2ccccc2)nc2ccccc12,2.7,-1,7,19,20,11,-4,15,-5
CC(=O)C1=C(O)C(=O)N(CCNCCO)C1c1ccccc1 (centres undefined),-2.0,1,15,32,10,2,1,-2,-3
Cn1c(/C(C#N)=C(\O)CN2CCN(Cc3ccccc3)CC2)nc2ccccc21,-7.9,-3,5,8,6,-5,0,-5,-2
O=c1c2ccccc2ncn1CCOc1ccccc1[N+](=O)[O-],-0.2,1,1,26,3,-9,0,2,-1
COc1cccc(OCCNc2ccc([N+](=O)[O-])cn2)c1,0.5,1,20,25,40,22,-6,0,-2
ON1C(c2ccccc2)CC2(O)c3nonc3CCC12 (centres undefined),-0.2,-4,0,-8,7,11,-2,13,3
CCc1ccc(OCCOCC(O)CNC(C)CC)cc1 (centres undefined),1.3,2,11,6,8,8,-4,1,-3
COc1ccc(Oc2c(Cl)cnn(-c3ccc(Cl)c(Cl)c3)c2=O)cc1,-1.3,-4,-25,12,5,-1,9,2,3
COc1ccccc1C(=O)N/C(=C/c1ccc(Br)cc1)C(=O)NCC(=O)O,0.0,3,-2,19,-2,3,1,7,3
Cn1ccnc1Sc1ccc(C(N)=O)cc1[N+](=O)[O-],-0.3,-2,0,-13,-1,7,0,-3,-1
CC(=O)c1ccc(OC(=O)CCc2ccccc2)cc1,-1.4,-1,6,2,24,9,1,-26,4
COc1ccc(-c2noc(N3CCCC(C(=O)Nc4ccccc4F)C3)n2)cc1 (centres undefined),1.4,0,2,12,14,5,0,6,13*
NC(=O)c1ccc(SCC(=O)OCC(=O)N2CCCCC2)c([N+](=O)[O-])c1,-1.4,-2,0,19,2,4,-5,16,-1
COC(=O)c1c(C)[nH]c(C(=O)COC(=O)c2c(C)noc2C)c1C,-0.7,1,12,15,9,11,-2,18,-1
Cc1cc(C(=O)NNC(=O)c2ccc(S(=O)(=O)N(C)C)cc2)c(C)o1,0.0,-2,8,-1,8,8,-2,4,0
COc1ccccc1NC(=O)C1=C(C)Nc2nc(CCCO)nn2C1c1cccnc1 (centres undefined),-0.2,-1,-8,25,-2,-25,-2,-7,-4
CC(C)c1nnc(NC(=O)C2CCN(C(=O)Nc3ccc(Cl)cc3)CC2)s1,-1.5,-2,10,16,7,1,0,4,-6
CSCc1ccc(C(=O)NC(C)c2cnn(-c3ccccn3)c2C)o1 (centres undefined),-0.7,-5,6,10,6,-7,4,8,3
Cc1cccc(NC(=O)CCNC(=O)c2ccco2)c1C,-0.5,2,13,23,5,0,-4,-16,1
O=C(COC(=O)c1ccc2ncsc2c1)Nc1cc([N+](=O)[O-])ccc1Cl,0.8,-3,-7,1,-12,-16,-3,-3,-1
CCN(CC)S(=O)(=O)c1ccc(Cl)c(NC(=O)CSc2cccc[n+]2[O-])c1,0.1,-4,-2,-9,7,15,-4,-1,-1
CCCC1CC(CCc2ccccc2)OS(=O)(=O)N1 (centres undefined),0.4,-6,6,-2,34,23,6,-70,1
C[N+](C)(C)CCOc1ccc([N+](=O)[O-])cc1,-1.3,-4,0,19,6,-13,-2,13,2
# The listing continues.
SMILES,MPTP inh,beta cell repl,TIM10 inh,NALP3 yeast inh,tim23-1 inh,tim10-1 inh,APJ agonist,APJ antag,NR3A LBD binder
Cc1cc(NC(=O)C(C)SCC(=O)N(Cc2ccccc2)c2ccccc2)no1 (centres undefined),-0.4,2,4,5,16,21,-2,3,/
Cc1cc(C)n2nc(CCCO)nc2n1,-2.1,-1,7,11,-4,2,-3,17,-2
CCO/C(C)=C1/SC(=S)NC1=O,1.6,-2,36,0,18,9,0,20,-1
Cc1ccc(Nc2c([N+](=O)[O-])c(=O)n(C)c3ccccc23)cc1,2.5,1,9,8,26,29,-3,15,-1
COc1ccc(NC(=O)CN(C)C(=O)c2ccc(N3CCCCC3)c([N+](=O)[O-])c2)cc1,0.1,-2,2,13,10,-1,-6,-23,0
Cc1cc(C)c(-n2nnnc2SCC(=O)c2cc3ccccc3o2)c(C)c1,1.1,0,17,14,2,10,-3,5,4
COc1cccc(NC(=O)COc2c(F)c(F)c(C(F)(F)F)c(F)c2F)c1,38,0,2,17,18,31,3,-5,-10
NC(=O)c1c(NC(=O)c2cccnc2)sc2c1CCCC2,-2.0,-2,13,30,3,32,-3,8,4
Cc1cc2nc3n(c2cc1C)CC1CC(C(=O)NCc2ccco2)N(C)C31 (centres undefined),-2.3,1,1,10,0,-22,-2,-15,-2
Cc1ccc(NC(=O)c2ccc3c(c2)N(CC(=O)N2CCCCC2)C(=O)C(C)(C)O3)cc1,2.0,-1,9,-1,1,19,0,-1,1
Cc1onc(CO)c1C(=O)Nc1nccs1,-0.6,4,2,7,-6,-14,-3,-9,0
Cc1ccc(S(=O)(=O)Cn2nnnc2C(CC(C)C)N2CCN(C3CCCC3)CC2)cc1 (centres undefined),-2.1,-1,8,16,2,-17,-5,8,0
CCCOc1cccc(C2C(C(=O)c3ccco3)=C(O)C(=O)N2CCCn2ccnc2)c1 (centres undefined),-1.3,-3,-13,12,3,-11,-3,-9,1
Cc1c(/C=N/NC(=O)c2cccnc2)c2ccccn2c1C(=O)c1ccc(F)cc1,/,4,9,8,7,5,-2,0,/
Cc1nn(-c2ccc(F)cc2F)c2c1-c1nc(N3CCCC3)ncc1CC2,0.9,-3,35,9,28,45*,0,-6,-1
Cc1noc(C)c1NC(=O)N(C)C[C@H]1Oc2ccc(NS(=O)(=O)c3cn(C)cn3)cc2C(=O)N([C@H](C)CO)C[C@@H]1C,-1.0,-2,-7,8,-3,-7,-1,6,0
CC(=O)c1ccc(N2CCN(C(=O)Nc3ccc(F)cc3)CC2)cc1,5.5,-2,-10,0,-16,-14,-1,16,/
Cc1ccc(N2CC(O)Cn3c2nc2c3c(=O)n(C)c(=O)n2C)cc1 (centres undefined),0.2,1,6,3,6,-7,-1,9,1
O=C(NCc1cccc(F)c1)C1CCC(=O)N(CCc2cccc(F)c2)C1 (centres undefined),0.1,-3,6,2,4,-16,-3,-20,0
COc1cc(C(=O)N2CCN(C)C(C)C2)ccc1OC1CCN(C(C)=O)CC1 (centres undefined),-0.3,-2,-1,-2,7,2,-6,7,-2
CCOC(=O)COn1c(=O)c(-c2ccco2)[n+]([O-])c2ccccc21,-2.9,-1,19,-8,7,31,1,14,4
CCCN1C(=O)C(Cc2nc3ccccc3c(=O)n2-c2ccccc2)c2ccccc21 (centres undefined),-0.1,1,13,4,51*,15,-4,-1,-3
COc1ccc2[nH]cc(C(=O)C(=O)N3CCCCC3)c2c1,-2.8,-3,14,-8,22,28,-3,-3,1
CC(=O)Nc1ccc(S(=O)(=O)Nc2cccc(-n3cnnn3)c2)cc1,0.1,1,-4,3,6,16,-3,-6,1
Cc1ccc(C)c(-n2ccnc2SCC(=O)c2c(N)n(C3CC3)c(=O)[nH]c2=O)c1,-1.1,0,2,-11,8,11,-3,1,0
# The results go on:
SMILES,MPTP inh,beta cell repl,TIM10 inh,NALP3 yeast inh,tim23-1 inh,tim10-1 inh,APJ agonist,APJ antag,NR3A LBD binder
COc1ccc(CCNC(=O)Cc2cc(OCc3ccccc3)c(OC)cc2[N+](=O)[O-])cc1OC,0.2,-2,8,7,19,24,-4,9,-5
Cc1cc(=O)[nH]c(SCc2nnc(-c3ccccc3)o2)n1,-0.9,-2,-13,12,2,5,2,5,-2
CCc1nn(CC(=O)NCCN2CCOCC2)c(=O)c2cc3c(OC)cccc3n12,-0.9,1,12,5,5,20,-1,19,7
COc1ccccc1/C=C/CN1CCC(Oc2ccc(C(=O)N3CCCCC3)cc2)CC1,0.7,-5,19,19,5,10,-3,-39,-1
O=C(O)Cc1ccc(C(=O)CSc2ccccc2)s1,2.9,-1,3,11,5,-5,-5,2,0
COCCn1c(SCC(=O)N2CCCc3ccccc32)nc2cccnc21,-0.3,-1,1,-7,18,14,7,12,-2
CCOC(=O)C(C(=O)OCC)C(C[N+](=O)[O-])c1ccccc1 (centres undefined),0.5,0,15,11,14,21,-3,3,-1
CCCCOc1ccc(N2CC(C(=O)NCCc3ccc(OC)c(OC)c3)CC2=O)cc1 (centres undefined),0.6,-2,3,9,16,18,-1,2,-1
CC(CC(=O)NNC(=O)c1ccncc1)c1ccccc1 (centres undefined),-0.6,-2,5,-3,0,1,1,-3,-1
N#CNC(=Nc1cccc(F)c1)SCc1ccccc1,43,-5,7,1,-4,17,-2,-3,-9
COc1ccc2c(C(=O)CN3CCSCC3)c[nH]c2c1,2.3,-1,-3,15,-1,1,-5,21,-1
O=C(O)CSCC(=O)Nc1ccc(Cl)cc1C(F)(F)F,1.0,-3,-8,15,8,1,-3,4,0
O=S(=O)(Nc1nc2ccccc2nc1N1CCN(CCO)CC1)c1cc(F)ccc1F,-0.5,2,-2,7,6,15,2,-4,1
CCc1nc(N[C@@H](Cc2c[nH]c3ccccc23)C(=O)O)c2oc3ccccc3c2n1,-1.2,3,5,8,-5,-2,-3,18,1
COC(=O)c1ccsc1NC(=O)CN1C(=O)CCC1=O,-1.7,-2,-2,14,-4,-21,0,-67,-1
O=C(Nc1ccc(S(=O)(=O)Nc2nccs2)cc1)c1ccc(F)c(S(=O)(=O)N2CCOCC2)c1,0.2,-1,14,1,2,13,0,13,-6
CCOC(=O)CSc1nc(N)c(C#N)c(-c2ccc(OC)cc2)c1C#N,-0.8,-2,4,10,-1,16,6,15,-12
Cc1cc(OCC(=O)c2ccc(C(F)(F)F)cc2)n2cnnc2n1,0.3,1,-3,6,96*,-12,0,19,-1
Cc1nn(CC(=O)N(C)C2(C#N)CCCCC2)c(C)c1[N+](=O)[O-],0.9,0,3,-7,7,14,-3,17,-1
O=CNC(n1cnc2c(N3CCOCC3)ncnc21)C(Cl)(Cl)Cl (centres undefined),2.1,-2,-13,-4,17,-6,-1,6,0
CNc1snc(C)c1C(=O)OC(C)C(=O)Nc1ccc(F)cc1 (centres undefined),0.6,0,0,32,9,0,-5,2,0
COc1ccc(S(N)(=O)=O)cc1C(=O)OCC(=O)NC(C)(C#N)C1CC1 (centres undefined),-1.7,2,13,5,8,-14,-3,-3,1
CCOc1ncccc1C(=O)Nc1cccc(-c2nc3cccnc3s2)c1,1.8,5,8,22,6,6,1,-6,-1
CCc1cc2c(SCC(=O)Nc3cc(C)on3)ncnc2s1,0.5,-2,-17,20,8,5,2,0,0
CCOCCCNC(=O)c1cccc(NC(=O)C2=C(C)OCCS2)c1,-1.4,-1,12,26,8,-6,-3,5,0

# Whole records, looked up by structure. Values in the order: MPTP inh, beta cell repl, TIM10 inh, NALP3 yeast inh, tim23-1 inh, tim10-1 inh, APJ agonist, APJ antag, NR3A LBD binder
# O=S(=O)(Nc1nc2ccccc2nc1N1CCN(CCO)CC1)c1cc(F)ccc1F across the screens: -0.5, 2, -2, 7, 6, 15, 2, -4, 1
# CCCCOc1ccc(N2CC(C(=O)NCCc3ccc(OC)c(OC)c3)CC2=O)cc1 (centres undefined) across the screens: 0.6, -2, 3, 9, 16, 18, -1, 2, -1
# CC(CC(=O)NNC(=O)c1ccncc1)c1ccccc1 (centres undefined) across the screens: -0.6, -2, 5, -3, 0, 1, 1, -3, -1
# CCOc1ncccc1C(=O)Nc1cccc(-c2nc3cccnc3s2)c1 across the screens: 1.8, 5, 8, 22, 6, 6, 1, -6, -1
# CCc1nn(CC(=O)NCCN2CCOCC2)c(=O)c2cc3c(OC)cccc3n12 across the screens: -0.9, 1, 12, 5, 5, 20, -1, 19, 7

# Screening results deposited in PubChem by Sanford-Burnham Center for Chemical Genomics.
